# Vif inh = blocks HIV Vif function; HEK293T cells, Vif self-association by quenched fluorescence, imaging, 24 h; inhibition, % at 7.49 µM; hit rate 0.35% among 340,000; AID 602346; in the data active = inhibition above about 50%, passing the limit was not always enough; note: some results filed as inactive read as strong as hits
# HIF-2a inh = inhibitors of HIF-2a | hit rate 0.72% among 360,000 | inhibition, % at 18.8 µM | 786-0 RCC cells HIF-2a reporter, luciferase luminescence, overnight;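 active = inhibition of the luminescence signal of 40% or more relative to plate controls, in a single-dose primary screen at 18.75 µM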
# CaV13 ICDI inh = Primary screen for inhibitors of IQ motif and Ca2+-dependent inactivation inhibitor domain binding in CACNA1D, Förster resonance energy transfer in living cells, …. hit rate 0.098% among 340,000. AID 743397. inhibition, % at 12.3 µM. HEK cells, CFP/YFP FRET ICDI-IQ, plate reader, 10 min; percent FRET-ratio fall versus neutral wells;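 active = mean replicate inhibition of at least 30% and at least 1% of replicates passing that level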;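 note: 0% = median of the neutral control wells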
# NR2E3 ag-1 = NR2E3 (human) agonism; GST-NR2E3/biotin-RetCOR TR-FRET, 1536-well; inhibition of corepressor binding, % at 4.78 µM; hit rate 0.12% among 320,000; AID 2300;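 active = percent inhibition above the cutoff of mean plus 3 SD of all tested compounds, set per screening campaign, cut at about 20% in these data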;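 note: 0% = DMSO wells and 100% = biotin wells as full block of FRET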
# Target sequence (Q9Y5X4 whole entry, looked up): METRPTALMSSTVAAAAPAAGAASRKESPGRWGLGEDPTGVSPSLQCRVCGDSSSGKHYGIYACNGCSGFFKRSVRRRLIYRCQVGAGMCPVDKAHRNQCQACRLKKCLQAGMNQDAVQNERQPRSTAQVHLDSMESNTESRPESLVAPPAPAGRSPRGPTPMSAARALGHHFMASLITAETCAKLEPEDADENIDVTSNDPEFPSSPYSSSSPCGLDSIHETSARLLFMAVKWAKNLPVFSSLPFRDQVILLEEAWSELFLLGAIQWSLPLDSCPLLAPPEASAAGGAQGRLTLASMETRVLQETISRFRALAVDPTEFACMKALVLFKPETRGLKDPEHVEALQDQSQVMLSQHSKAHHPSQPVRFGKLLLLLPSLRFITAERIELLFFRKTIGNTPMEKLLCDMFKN
#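 Assay system: NR2E3–RetCOR corepressor complex. Quantity: 1.35 nM GST-NR2E3. Buffer or medium: pH 7.5 Tris-based buffer. Reagent: biotinylated RetCOR corepressor at 7 nM final. Schedule: 5 h at 4 °C. Detection: TR-FRET, emission read at 617 and 671 nm. Replicates: one well per compound, singlicate testing.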
# Peg3 prom inh = Peg3 promoter activity inhibition | AID 588405 | hit rate 1.7% among 360,000 | inhibition, % at 20 µM | HeLa PEG-Prom luciferase reporter, luminescence, overnight;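 active = inhibition of at least 50% at 20 µM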
# TRPM1 prom inh = MITF TRPM1 promoter inhibition in SK-MEL-5 cells; SK-MEL-5 TRPM1 promoter luciferase, 24 h; inhibition, % at 12.5 µM; hit rate 0.83% among 330,000; AID 488899;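 active = mean inhibition across replicates of 60% or more, whatever share of single replicates reaches that level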; note: values of inactives mirror those of a sister screen read the other way
# iPSC survival up = hiPSC single-cell survival enhancement; survival enhancement, % at 20 µM; ATPlite luminescence; 100% = ROCK inhibitor wells, 0% = DMSO; hit rate 0.044% among 360,000; in the data active = survival enhancement above about 18%;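 note: cells exposed to compounds for 16 hours before the ATP read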
# Exocytosis inh = lytic granule exocytosis inhibition; hit rate 0.66% among 360,000; TALL-104 LAMP-1 surface exposure, flow cytometry; cells stimulated with thapsigargin and PMA; inhibition, % at 10 µM; AID 651702;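 active = inhibition above about 55%, limit read from the data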
# aDG glyco act = increases alpha dystroglycan glycosylation; Pro5-aDG cells, alpha-DG glycosylation AlphaScreen (IIH6); 0% Pro5, 100% B10-LARGE cell signal; activation, % at 10 µM; hit rate 0.22% among 360,000;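 active = activation of at least 8% versus controls, or a plate z-score of at least 8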;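 note: Pro5 are CHO cells carrying HIG-tagged alpha-DG that lacks glycosylation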
# NR2E3 ag-2 = agonists of human NR2E3 nuclear receptor; hit rate 0.35% among 360,000; inhibition of corepressor binding, % at 3.98 µM; CHO-S Gal4-NCOR/VP16-NR2E3 two-hybrid, luciferase; AID 602229;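 active = inhibition above the mean of all tested compounds plus 3 SD, cut at about 70% in these data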;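 note: 0% = DMSO with NR2E3 transfected cells and 100% = cells lacking NR2E3 construct; higher means lower luciferase signal from less NR2E3 corepressor binding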
# PDI inh = inhibitors of human protein disulfide isomerase; P07237; AID 588391; inhibition, % at 10 µM; PDI insulin aggregation turbidity, A650, 90 min; hit rate 0.052% among 350,000;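 active = mean inhibition across replicates of 30% or more, whatever share of single replicates reach that level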;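 note: absorbance from insulin aggregation driven by PDI reduction with DTT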
# Target sequence (P07237 whole entry, looked up): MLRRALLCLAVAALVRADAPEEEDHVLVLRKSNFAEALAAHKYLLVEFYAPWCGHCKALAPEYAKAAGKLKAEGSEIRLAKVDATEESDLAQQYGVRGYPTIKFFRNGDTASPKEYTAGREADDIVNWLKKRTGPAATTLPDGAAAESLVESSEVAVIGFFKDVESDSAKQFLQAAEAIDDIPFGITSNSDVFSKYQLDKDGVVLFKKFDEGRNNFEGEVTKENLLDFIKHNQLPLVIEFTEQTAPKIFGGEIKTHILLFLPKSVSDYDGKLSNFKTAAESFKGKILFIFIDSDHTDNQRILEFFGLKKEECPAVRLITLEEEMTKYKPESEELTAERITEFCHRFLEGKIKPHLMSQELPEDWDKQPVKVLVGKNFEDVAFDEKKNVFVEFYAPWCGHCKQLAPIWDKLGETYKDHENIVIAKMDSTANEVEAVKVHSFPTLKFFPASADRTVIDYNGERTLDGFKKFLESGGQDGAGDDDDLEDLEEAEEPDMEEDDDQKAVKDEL
# * = called active by the depositor; . = not tested or not shown. Compounds were not picked by outcome; overall some 3.5% were active at least once.
SMILES,Vif inh,HIF-2a inh,CaV13 ICDI inh,NR2E3 ag-1,Peg3 prom inh,TRPM1 prom inh,iPSC survival up,Exocytosis inh,aDG glyco act,NR2E3 ag-2,PDI inh
O=C(O)c1cc(S(=O)(=O)Nc2cccc(Oc3ccccc3)c2)ccc1Br,2,2,-3,0,-6,5,-0.5,2,0.1,8,5
O=c1c2ccccc2nc(COc2ccccc2)n1/N=C/c1ccc(O)cc1O,-7,-63,-12,4,18,-2,-0.4,2,-0.5,-20,2
COc1ccc(/C=N/NC(=S)Nc2cc(C(F)(F)F)ccc2Cl)cc1,18,-4,-4,-3,8,.,-0.3,-17,0.2,-16,2
O=C(CSCc1cc(=O)n2nc(C3CC3)sc2n1)Nc1ccc(F)cc1,13,6,-5,-1,-7,3,0.0,-4,-0.2,-12,-2
COc1cccc(/C(O)=C/c2nc3ccc(C(=O)NCCc4cccc(C)c4)cc3[nH]c2=O)c1,-2,-42,-5,0,0,9,0.9,11,0.1,-5,-3
CCCN1C(=O)C(NS(=O)(=O)c2ccc(N)cc2)(C(F)(F)F)C(C(=O)OC)=C1C (stereo unspecified),9,21,-5,1,11,-9,-1.1,2,0.3,-9,-16
CSC1=C(C#N)C(c2ccc3c(c2)OCO3)C2=C(CCCC2=O)N1 (stereo unspecified),-4,15,-5,-1,15,-10,0.1,-3,-0.1,-30,5
CC(C)(C)NCc1ccc(OCc2cccs2)cc1,-6,-5,-5,0,-5,-1,0.9,-3,-0.1,2,-4
Cc1cc(C)n(CCN(C)c2nc3nonc3nc2N2CCCCC2)n1,0,15,-5,-3,17,1,3.4,-4,0.0,1,0
Cc1cc(C)n(CC(=O)N2CCCC(N3CCN(c4ccc(F)cc4)CC3)C2)n1 (stereo unspecified),-2,14,-5,0,3,-9,-0.5,-2,-0.2,-19,4
COc1cccc(C(=O)NCCSc2ccc(C)cc2)c1,5,-36,-6,1,-19,9,-1.8,3,0.1,17,-2
Cc1c(C(=O)N2CCOCC2)c(S(=O)(=O)Nc2ccccc2F)c(C)n1C,0,8,-17,5,-4,5,-0.5,-11,0.1,6,3
Cc1ccc(S(=O)(=O)NCc2ccccc2)cc1C(=O)NC1CCCCC1,.,12,-5,2,15,6,-0.2,-2,0.1,-1,-9
Cc1cccc(OCCn2c(=O)oc3ccc(C)cc32)c1,0,-297,-1,2,-188,-70,0.0,6,0.3,-57,-3
O=C(Nc1cc2c(cc1Br)OCCO2)c1cccnc1,-7,-26,.,2,-28,-9,-0.4,0,-0.4,-5,9
O=C(O)c1ccccc1C(=O)Nc1ccc(Nc2ccc([N+](=O)[O-])cc2[N+](=O)[O-])cc1,10,19,-15,-3,-2,-17,-0.3,12,0.1,-17,-7
COC(=O)c1ccccc1-c1ccc(/C=N/Nc2nc(N3CCCC3)nc(N3CCCC3)n2)o1,-3,14,-20,0,52*,6,0.2,10,1.1,3,-5
CC(=O)Nc1ccc(NC(=O)C(C)OC(=O)c2cccc(S(=O)(=O)N3CCCCC3)c2)cc1 (stereo unspecified),-13,9,.,0,14,12,-0.4,-7,0.1,4,-1
O=C1NC(c2cccc(Cl)c2)Nc2ccccc21 (stereo unspecified),7,-24,10,-1,-19,17,2.5,3,0.0,-14,4
Cc1sc(NC(=O)CSc2nc(N)cc(N)n2)c(C#N)c1C,-16,13,-5,1,17,-3,0.3,2,0.0,-11,0
CCOCCCNC(=O)c1cn(CC)c2ccc(S(=O)(=O)N3CCC(C)CC3)cc2c1=O,-2,16,-2,3,19,4,-0.6,1,-0.1,-5,2
CN1CCc2c(sc(/N=C/c3ccco3)c2C(N)=O)C1,.,-33,-3,-1,-23,-3,3.1,0,0.1,-19,10
O=C(c1cccs1)c1sccc1Cc1ccccc1,0,-173,-6,.,-92,-18,4.6,-3,0.2,-33,6
CCCOc1ccc(C(=O)NCC(c2cccs2)N(C)C)cc1 (stereo unspecified),-11,-58,-7,1,-27,1,-1.3,-3,-0.5,4,4
COc1cccc2cc(C(=O)N3CCN(c4ccccc4F)CC3)c(=O)oc12,.,7,-1,-1,8,-17,-2.7,0,-0.2,-14,-2
SMILES,Vif inh,HIF-2a inh,CaV13 ICDI inh,NR2E3 ag-1,Peg3 prom inh,TRPM1 prom inh,iPSC survival up,Exocytosis inh,aDG glyco act,NR2E3 ag-2,PDI inh
CCOc1ccc(C(C)NC(=O)CCC(=O)O)cc1 (stereo unspecified),23,15,-7,-2,15,5,2.3,14,-0.4,-23,5
Cc1nn(Cc2cccc3ccccc23)c(C)c1NC(=O)c1cccnc1,-2,6,-6,3,19,12,-1.3,-1,0.5,9,2
Cn1c(Cc2cccs2)nnc1SCC(=O)N1CCc2ccccc21,0,0,-4,-1,15,1,-0.5,0,-0.3,-7,-3
CC(=O)c1ccc(-c2nc3c4ccccc4ccn3c2C(C)=O)o1,14,-107,.,2,-106,-12,-0.9,2,0.3,-18,0
COC(=O)c1cc(Br)cn1S(=O)(=O)c1ccccc1,5,12,-4,-1,17,-18,-0.6,-12,0.1,-25,-8
CC(C)CCOc1ccc(C(=O)NCC(c2cccs2)N2CCOCC2)cc1 (stereo unspecified),.,8,-6,-1,3,3,-0.2,0,-0.1,-29,2
O=[N+]([O-])c1ccc(Cl)c(/C=N/N2CCN(Cc3ccc(Cl)cc3)CC2)c1,10,-4,-7,-1,11,-3,-2.8,1,-0.2,-8,-6
Cc1cc(NS(=O)(=O)c2ccc(C3CCCCC3)cc2)no1,8,3,-10,3,4,-3,0.0,6,0.0,18,2
CCCS(=O)(=O)NC(=O)C1(C)CCN(C(=O)c2cc(C(C)(C)C)nn2C)C1 (stereo unspecified),0,18,-7,.,10,.,3.3,1,0.9,26,-1
CCOc1ccccc1NC(=O)C1CCN(S(C)(=O)=O)CC1,8,23,-5,4,22,0,-0.2,0,0.0,-20,-1
CC(C(=O)NCCS(=O)(=O)c1ccc(Cl)cc1)S(=O)(=O)c1ccc(Cl)cc1 (stereo unspecified),-3,15,-4,2,-2,11,6.2,20,0.2,12,9
O=C(C[n+]1ccsc1)c1ccccc1,8,-3,-3,2,9,-13,-2.9,17,-0.3,-9,3
CCCCn1c(N)c(N(Cc2ccccc2OC)C(=O)c2ccc([N+](=O)[O-])s2)c(=O)[nH]c1=O,-2,-8,-6,1,7,34,0.1,-1,0.3,-25,3
Cc1ccccc1NC(=O)C1CCCN(S(=O)(=O)c2ccc3c(c2)C(C)(C)C(=O)N3C)C1 (stereo unspecified),-1,25,-7,1,13,.,-0.6,-2,0.1,-2,2
COC(=O)c1cc2c(C)cc3ccc(C)cn3c-2c1C(=O)OC,.,14,.,15,8,-11,2.4,-2,-0.1,-10,2
CCC1CCc2sc(C(=O)N3CCN(c4ccccn4)CC3)cc2C1 (stereo unspecified),2,-67,-7,0,-41,7,0.2,-11,0.5,-20,1
O=C(Nc1cccc(Cl)c1)c1cncn1-c1ccc(F)cc1,-5,-8,-4,9,-6,-10,-0.6,4,0.0,-36,-3
C#CCN1C(=O)S/C(=C/C=C/c2ccc(N(C)C)cc2)C1=O,87*,-172,-8,2,-256,-37,-0.2,5,0.6,-120,10
O=C(c1cccc(S(=O)(=O)N2CCOCC2)c1)N1CCOCC1,7,20,-4,3,28,9,0.2,1,0.0,5,-1
CC(C)(C)c1ccc(-c2nnc(SCCC#N)n2C2CCCC2)cc1,-12,25,.,1,26,13,4.3,0,2.1,20,6
NC(c1csc(Nc2ccccn2)n1)C1CCCCC1 (stereo unspecified),7,-15,-7,.,-77,.,-0.9,4,1.7,5,-9
COCCSc1ccccc1C(=O)Nc1cc([N+](=O)[O-])ccc1OC,27,19,1,1,7,5,-0.1,1,-0.2,-5,5
CC(=O)NCCNC(=O)c1cc(-c2cccc3ccccc23)nc2ccccc12,-5,12,.,3,5,9,-0.3,0,-0.3,-3,-2
COc1cccc(NC(=O)CCN2C(=O)c3ccc([N+](=O)[O-])cc3C2=O)c1,0,13,3,5,7,3,5.9,2,0.2,8,5
CCOc1ccc(Oc2ccc(NC(=O)[C@@H](NC(N)=O)[C@@H](C)CC)cc2)cc1,-8,3,-7,4,-4,-4,-0.5,-5,1.6,-12,0
O=C(COC(=O)c1cccc([N+](=O)[O-])c1)c1ccc(OCc2ccccc2)cc1,2,-135,-2,-1,-97,-12,1.3,-3,0.4,-28,8
COc1ccc(-c2ccc(NCCN3CCOCC3)nn2)cc1OC,-2,5,-4,-3,10,-15,-0.3,-9,0.0,-28,11
COc1ccc(N2C(=O)C3CCCN3C2c2cc(OC)c(OC)c(OC)c2)cc1 (stereo unspecified),1,2,-1,2,-3,.,-0.4,3,-0.1,7,.
COc1ccc2c(c1)c(CCNNC(=O)C(C)(C)C)c(C)n2C(=O)c1ccc(Cl)cc1,16,2,-11,4,11,-5,2.4,31,-0.3,-5,9

# A section taken from the entries so far, as a working copy:
SMILES,Vif inh,HIF-2a inh,CaV13 ICDI inh,NR2E3 ag-1,Peg3 prom inh,TRPM1 prom inh,iPSC survival up,Exocytosis inh,aDG glyco act,NR2E3 ag-2,PDI inh
C#CCN1C(=O)S/C(=C/C=C/c2ccc(N(C)C)cc2)C1=O,87*,-172,-8,2,-256,-37,-0.2,5,0.6,-120,10
O=C(c1cccc(S(=O)(=O)N2CCOCC2)c1)N1CCOCC1,7,20,-4,3,28,9,0.2,1,0.0,5,-1
CC(C)(C)c1ccc(-c2nnc(SCCC#N)n2C2CCCC2)cc1,-12,25,.,1,26,13,4.3,0,2.1,20,6
NC(c1csc(Nc2ccccn2)n1)C1CCCCC1 (stereo unspecified),7,-15,-7,.,-77,.,-0.9,4,1.7,5,-9
COCCSc1ccccc1C(=O)Nc1cc([N+](=O)[O-])ccc1OC,27,19,1,1,7,5,-0.1,1,-0.2,-5,5
CC(=O)NCCNC(=O)c1cc(-c2cccc3ccccc23)nc2ccccc12,-5,12,.,3,5,9,-0.3,0,-0.3,-3,-2
COc1cccc(NC(=O)CCN2C(=O)c3ccc([N+](=O)[O-])cc3C2=O)c1,0,13,3,5,7,3,5.9,2,0.2,8,5
CCOc1ccc(Oc2ccc(NC(=O)[C@@H](NC(N)=O)[C@@H](C)CC)cc2)cc1,-8,3,-7,4,-4,-4,-0.5,-5,1.6,-12,0
O=C(COC(=O)c1cccc([N+](=O)[O-])c1)c1ccc(OCc2ccccc2)cc1,2,-135,-2,-1,-97,-12,1.3,-3,0.4,-28,8
COc1ccc(-c2ccc(NCCN3CCOCC3)nn2)cc1OC,-2,5,-4,-3,10,-15,-0.3,-9,0.0,-28,11
COc1ccc(N2C(=O)C3CCCN3C2c2cc(OC)c(OC)c(OC)c2)cc1 (stereo unspecified),1,2,-1,2,-3,.,-0.4,3,-0.1,7,.
COc1ccc2c(c1)c(CCNNC(=O)C(C)(C)C)c(C)n2C(=O)c1ccc(Cl)cc1,16,2,-11,4,11,-5,2.4,31,-0.3,-5,9
